mIAP block – blocks mouse intestinal alkaline phosphatase; inhibition, % at 10 µM; purified mouse IAP, CDP-Star luminescence, 30 min; hit rate 0.2% among 330,000;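 active = inhibition of at least 40% at 10 µM in the primary screen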;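 note: plate controls were DMSO with enzyme for no effect and no enzyme wells for full effect; values of inactives mirror those of a sister screen read the other way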
MIN6 prolif – MIN6 beta-cell proliferation induction. MIN6 cells proliferation, ATPlite luminescence, 48 h; cells starved in 0.2% serum; 100% = growth in 10% serum. hit rate 0.29% among 330,000. proliferation, % at 10 µM;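 active = compounds whose signal lies at least 3.5 SD above the mean of all wells on their plate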;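 note: 0% = DMSO-treated cells in low-serum medium and 100% = 10% serum control; some compounds called inactive have numbers as strong as hits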
NLRP3 yeast inh – NALP3 inhibition in yeast; inhibition, % at 10 µM; hit rate 0.39% among 330,000; Yeast reconstituted NLRP3/ASC/caspase-1, beta-gal luminescence, 24 h; AID 2825;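 active = inhibition of 50% or more; inactive = inhibition below 50%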;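 note: plate controls were induced DMSO wells for no effect and uninduced yeast grown without galactose for full effect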
APOBEC3A inh – human APOBEC3A DNA deaminase inhibition; recombinant A3A, FAM/TAMRA ssDNA deamination fluorescence; inhibition, % at 20 µM; hit rate 0.41% among 330,000; AID 493011;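 active = at least 40% inhibition at 20 µM here, with at most 30% in a related deaminase screen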;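 note: plate controls were A3A with DMSO for no effect and wells lacking A3A enzyme for full effect; some results filed as inactive read as strong as hits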
mIAP act – mouse IAP activation; muIAP, CDP-Star luminescence, 30 min; active compounds read high; 1 = vehicle-only enzyme signal, 0 = enzyme-free wells; activation factor at 10 µM; hit rate 0.24% among 330,000;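 active = activation factor of at least 2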; note: the source names both 10 and 20 µM as test concentration; values of inactives mirror those of a sister screen read the other way
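also added = chemiluminescent substrate CDP-Star | test system = mouse IAP enzyme | signal = chemiluminescence readout | compound = DMSO-dissolved test compounds | incubation = 30 min at room temperature | benchmarks = DMSO wells, no-enzyme wells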
hIAP inh – blocks human intestinal alkaline phosphatase; P09923; purified IAP, CDP-Star luminescence, 30 min; inhibition, % at 10 µM; hit rate 0.12% among 330,000;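 active = inhibition reaching a set limit with compound at 10 µM in the primary screen, cut at about 35% in these data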;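 note: plate controls were DMSO wells with enzyme for no effect and no-enzyme buffer wells for full effect; values of inactives mirror those of a sister screen read the other way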
Target sequence (P09923 whole entry, looked up): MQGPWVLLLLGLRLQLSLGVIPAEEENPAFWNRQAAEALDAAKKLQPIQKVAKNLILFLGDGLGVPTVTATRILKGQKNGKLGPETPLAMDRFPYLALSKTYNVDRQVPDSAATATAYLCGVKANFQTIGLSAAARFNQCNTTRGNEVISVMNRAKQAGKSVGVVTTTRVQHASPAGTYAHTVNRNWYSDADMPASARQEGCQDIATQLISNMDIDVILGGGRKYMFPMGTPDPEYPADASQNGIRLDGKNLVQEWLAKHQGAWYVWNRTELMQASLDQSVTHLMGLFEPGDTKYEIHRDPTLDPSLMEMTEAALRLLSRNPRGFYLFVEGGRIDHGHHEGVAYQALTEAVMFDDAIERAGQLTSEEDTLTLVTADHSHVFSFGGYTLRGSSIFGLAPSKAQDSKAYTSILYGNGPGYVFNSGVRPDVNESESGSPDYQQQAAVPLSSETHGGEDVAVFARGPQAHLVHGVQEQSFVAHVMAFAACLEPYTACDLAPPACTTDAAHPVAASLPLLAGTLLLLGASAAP
TIM10 inh – TIM10 yeast growth inhibition; inhibition, % at 10 µM; S. cerevisiae TIM10 strain growth, BacTiter-Glo luminescence, 24 h; hit rate 1.4% among 330,000;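 active = inhibition of 40% or more at the single tested concentration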;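 note: wild-type TIM10 isogenic control strain grown at permissive 25 °C; 0% = DMSO yeast wells and 100% = minimal medium wells without yeast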
tim10-1 inh – inhibits growth of tim10-1 mutant yeast; S. cerevisiae tim10-1 ts strain growth, BacTiter-Glo, 24 h; inhibition, % at 20 µM; hit rate 2.2% among 330,000; AID 463190;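 active = inhibition of at least 40%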;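 note: mutant grown at 25 °C; 0% = DMSO wells with yeast and 100% = wells holding no yeast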
APOBEC3G inh – APOBEC3G (human) deaminase inhibition; inhibition, % at 20 µM; Q9HC16; recombinant A3G, ssDNA deamination FAM/TAMRA fluorescence; hit rate 0.28% among 330,000;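 active = inhibition of at least 40% at 20 µM, with no more than 30% in the related APOBEC3A deaminase screen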;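 note: plate controls were DMSO wells with A3G for no effect and wells lacking A3G enzyme for full effect; some compounds called inactive have numbers as strong as hits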
Target sequence (Q9HC16 whole entry, looked up): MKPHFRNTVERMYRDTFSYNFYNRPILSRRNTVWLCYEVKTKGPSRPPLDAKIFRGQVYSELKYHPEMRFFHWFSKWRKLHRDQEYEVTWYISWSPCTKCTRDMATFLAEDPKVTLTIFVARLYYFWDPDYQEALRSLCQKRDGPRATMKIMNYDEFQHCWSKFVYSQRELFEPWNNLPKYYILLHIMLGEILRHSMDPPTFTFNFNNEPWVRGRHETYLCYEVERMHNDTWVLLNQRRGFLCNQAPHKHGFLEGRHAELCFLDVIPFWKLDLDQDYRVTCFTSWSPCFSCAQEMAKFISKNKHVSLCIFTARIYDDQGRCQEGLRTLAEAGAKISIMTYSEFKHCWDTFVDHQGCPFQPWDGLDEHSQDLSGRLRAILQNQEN
Active calls of the source: *; / = not tested or not shown.

SMILES	mIAP block	MIN6 prolif	NLRP3 yeast inh	APOBEC3A inh	mIAP act	hIAP inh	TIM10 inh	tim10-1 inh	APOBEC3G inh
COc1ccc(Cn2c(N)c(S(=O)(=O)c3cccs3)c3nc4ccccc4nc32)cc1	-2	-2	5	-4	1	12	-3	2	-6
O=C(CCc1ccccc1)N1CCN(c2ccccn2)CC1	0	-2	-17	-6	1	-14	-5	-15	-5
COC(=O)c1sccc1NC(=O)Nc1ccccc1F	4	-2	-8	-1	0.95	-14	22	23	-5
CCOCCCNc1nc(C)nc2c1nnn2Cc1c(F)cccc1Cl	4	2	14	-4	0.96	12	26	28	-7
COC(=O)c1c(NC(=O)C2=COCCO2)sc(C)c1C	5	6	9	-1	0.95	14	9	39	-1
CC(=O)N1CCC(C(=O)Nc2ccccc2)(N(Cc2ccccc2)C(=O)c2cccnc2)CC1	2	-4	11	0	0.97	-8	5	-7	-3
N#C/C(=C\c1cccs1)C(=O)NCC1CCCO1 (stereo not given)	2	-1	17	1	0.98	-30	1	18	0
O=C1Cc2cc(S(=O)(=O)NCc3ccc(F)cc3)ccc2N1	6	-2	0	2	0.94	-18	6	11	7
O=C(COC(=O)CNC(=O)c1ccccc1)NCCc1ccccc1	-3	-4	13	-2	1	6	3	9	-4
Cc1ccc2c(Cl)cc(Cl)c(OCC(=O)Nc3cccc(S(N)(=O)=O)c3)c2n1	15	-4	10	3	0.85	14	4	17	-3
N#Cc1cc2cc3c(cc2nc1N1CCOCC1)OCO3	-10	0	9	-6	1.1	5	-4	24	-5
CCN(CCS(=O)(=O)c1ccc(Br)cc1)Cc1nc2ccccc2c(=O)[nH]1	-9	-3	-8	-5	1.1	-10	4	17	-7
O=c1[nH]c(SCc2ccc(Cl)cc2)nc2[nH]ncc12	8	1	-9	2	0.92	-21	15	7	-14
C#CCOc1ccc(Br)cc1C(c1c(C)[nH][nH]c1=O)c1c(C)[nH][nH]c1=O	-6	-2	8	-2	1.1	2	5	0	3
Cc1nc2c3ccccc3nc(NNC(=O)CCC(=O)NC3CCCC3)n2n1	23	-2	-14	6	0.77	6	-5	4	-6
CC(=O)c1ccc(OCC(=O)Nc2ccc3c(c2)CCC3)cc1	-2	-2	8	2	1	7	-16	-72	-4
Cc1ccc2cc(CN(CCN(C)C)C(=O)Nc3ccc(Cl)cc3)c(=O)[nH]c2c1	-15	-6	22	3	1.1	-3	-7	0	-3
O=C(Nc1cccc(S(=O)(=O)N2CCCC2)c1)C1CCCN1C(=O)c1cccs1 (stereo not given)	2	-3	4	-11	0.98	-1	-1	20	-6
CC(C)CN(C(=O)COC(=O)CSc1ccc([N+](=O)[O-])cc1)C1CCS(=O)(=O)C1 (stereo not given)	-3	4	19	-5	1	-8	6	11	-12
Cc1ccccc1S(=O)(=O)N1[C@@H](c2cccc(Cl)c2)C(C(=O)O)=CC[C@H]1c1ccc(Cl)cc1	7	-7	-7	-3	0.93	2	16	34	-8
CN(CCOc1ccccc1)C(=O)c1cc(S(=O)(=O)N2CCOCC2)ccc1Cl	5	-2	15	1	0.95	-20	2	2	-5
COCCNC(=O)c1cccc2c1C(=O)c1ccc(N3CCOCC3)cc1S2(=O)=O	8	-3	12	-1	0.92	10	-5	-10	-8
N#C/C(=C/c1ccc(Sc2nc3ccccc3[nH]2)o1)c1cccc(F)c1	12	-6	16	4	0.88	12	38	38	-3
O=c1c2ccccc2nc2n1CCS2	6	4	15	2	0.94	9	4	-5	-5
COc1ccc(CNC(=O)C[C@H]2C[C@H](C(=O)N3CCCCC3)[C@@]3(C)c4[nH]c5ccc(Cl)cc5c4CCN3C2=O)cc1OC	-51	/	/	-3	1.5	/	-7	11	-3
CCC(NC(=O)c1ccccc1NC(=O)C(C)(C)C)C(=O)N1CC(C)OC(C)C1 (stereo not given)	2	1	14	-1	0.98	14	14	8	3
Cn1c(C2CCCCC2)nc2ccccc21	-7	-2	6	2	1.1	-21	-10	1	-4
COc1ccc(OC)c(CCNC(=O)C(=O)Nc2ccc3nc4n(c(=O)c3c2)CCCCC4)c1	9	-1	-1	-5	0.91	-1	14	17	-6
CCOC(=O)CC1C(=O)NCCN1S(=O)(=O)c1ccccc1Cl (stereo not given)	-2	-2	10	2	1	-4	2	-5	-1
Nc1nccnc1C(=O)OCC(=O)NC1CCCc2ccccc21 (stereo not given)	-5	-1	17	6	1.1	13	-4	4	-6
CC(C)(C)c1ccccc1NC(=O)N1CCNC(=O)C1CC(=O)Nc1ccc(F)cc1 (stereo not given)	-2	-2	4	-2	1	-23	-8	-8	-5
CCCc1cc(=O)[nH]c(SCC(=O)Nc2ccc(C)c(S(=O)(=O)N3CCCCC3)c2)n1	-6	-3	10	-4	1.1	14	8	24	-7
Nc1[nH]nc2nc(N3CCCC3)nc(-c3ccccc3)c12	-5	5	15	-3	1	-10	7	7	-3
O=C(NNC(=O)C1CC2CCC1C2)c1ccccc1 (stereo not given)	-7	0	8	-1	1.1	-10	0	6	-5
O=C(CCN1C(=O)C2C3C=CC(C3)C2C1=O)N1CCN(c2ccccn2)CC1 (stereo not given)	6	-2	5	0	0.94	14	3	12	-2
CC1CCC(NC(=O)C2COc3ccccc3O2)CC1 (stereo not given)	4	0	11	4	0.96	6	16	29	3
CC(=O)Nc1ccc(S(=O)(=O)N(C)c2ccc(OCCOc3ccccc3F)cc2)cc1	5	0	8	2	0.95	0	-19	-20	-7
Cc1ccc(S(=O)(=O)NCCC(=O)NCc2ccc(Cl)cc2)cc1C	-3	2	4	-6	1	1	-7	9	-6
C/C(=N/NC(=S)Nc1cccc(C)c1)c1cccc([N+](=O)[O-])c1	8	5	19	-4	0.92	11	49*	52*	-9
Cc1nn(-c2nc3ccccc3s2)c(N)c1Sc1ccc(F)cc1	3	-3	6	-4	0.97	-7	14	13	-4
O=C(N/N=C/c1cccc([N+](=O)[O-])c1)c1nc2ccccc2c(=O)[nH]1	26	-2	7	2	0.74	-140	-12	-2	-2
COc1cc(-c2ccccc2)nc2ccccc12	-8	1	17	-3	1.1	-15	9	33	-7
O=C(Cn1sc2ccccc2c1=O)N1CCN(C(=O)c2ccco2)CC1	1	0	-3	-4	0.99	-7	-8	19	-6
COc1ccc(Cc2nnc(SCC(=O)NC3CCCC3)o2)cc1	-12	-1	18	5	1.1	4	-6	16	2
Cc1cc(S(=O)(=O)N2CCCOC2CNC(=O)C(=O)NCc2ccco2)ccc1F (stereo not given)	8	-2	23	-4	0.92	6	2	19	-3
O=C(COC(=O)C1CCC1)Nc1cccc(S(=O)(=O)N2CCOCC2)c1	0	-2	2	4	0.99	-16	8	-7	-11
Cc1c(/C=N/NC(=O)c2cc(=O)[nH]c(=O)[nH]2)c2ccccn2c1C(=O)c1ccccc1	28	-2	12	-6	0.72	-16	28	4	-6
CC1CC(C)CN(C(=O)Nc2ccccc2F)C1 (stereo not given)	-7	0	-5	-1	1.1	-2	-10	10	9
COc1ccc(CNc2ncnc3sccc23)cc1OC	-14	1	12	0	1.1	-13	8	-12	-5
COc1ccc(CCNC(=S)NNC(=O)c2c(Br)c(C)nn2C)cc1OC	8	-3	8	-3	0.92	-64	2	13	-7

Next section:
SMILES	mIAP block	MIN6 prolif	NLRP3 yeast inh	APOBEC3A inh	mIAP act	hIAP inh	TIM10 inh	tim10-1 inh	APOBEC3G inh
CC(Oc1ccc(Cl)cc1Cl)C(=O)NCCN1CCOCC1 (stereo not given)	2	-3	25	1	0.98	0	-1	-55	-3
CC12C(=O)N(c3cccc(OC(=O)c4ccco4)c3)C(=O)C1C1c3ccccc3C2c2ccccc21 (stereo not given)	12	-4	13	-2	0.88	-5	20	42*	-4
CCn1c(=O)c(C(=O)CN(C)CC(=O)Nc2cccc(F)c2)c(N)n(Cc2ccccc2)c1=O	-12	-5	10	-3	1.1	0	5	13	-9
Cc1[nH]c2ccccc2c1C(=O)C(=O)N1CCOCC1	10	4	13	1	0.9	5	14	-13	2
COc1ccc(N(C(C)C(=O)N/N=C/c2ccc(OC(C)C)cc2)S(C)(=O)=O)cc1 (stereo not given)	9	-1	16	-3	0.91	17	9	4	-9
CCOc1ccccc1NC(=O)c1ccc2c(c1)C(=O)N(CC1CCCO1)C2=O (stereo not given)	-4	2	16	0	1	-8	4	15	4
Cc1ccn(CC(=O)N2CCCC(C(=O)c3cccc4ccccc34)C2)n1 (stereo not given)	-3	-1	-6	-6	1	4	4	33	-10
O=C(N/N=C/c1ccc(O)c(O)c1)c1cccc(S(=O)(=O)N2CCCC2)c1	9	-2	25	2	0.91	4	0	7	0
CC(C)Oc1ccc(C(CC(=O)O)NC(=O)C2CCCCC2)cc1 (stereo not given)	6	1	9	3	0.94	-12	1	12	1
N#Cc1ccc(Cl)cc1NC(=O)CNCc1cccs1	-8	0	20	2	1.1	-1	6	12	0

Three of the entries above in order of their number in NLRP3 yeast inh, low to high.
smiles	mIAP block	NLRP3 yeast inh	APOBEC3A inh	mIAP act	hIAP inh	tim10-1 inh	APOBEC3G inh
Cn1c(C2CCCCC2)nc2ccccc21	-7	6	2	1.1	-21	1	-4
COC(=O)c1c(NC(=O)C2=COCCO2)sc(C)c1C	5	9	-1	0.95	14	39	-1
Cc1c(/C=N/NC(=O)c2cc(=O)[nH]c(=O)[nH]2)c2ccccn2c1C(=O)c1ccccc1	28	12	-6	0.72	-16	4	-6

Carrying on.
SMILES	mIAP block	MIN6 prolif	NLRP3 yeast inh	APOBEC3A inh	mIAP act	hIAP inh	TIM10 inh	tim10-1 inh	APOBEC3G inh
O=C(NC1CCCCC1)C1CC(=O)N(Cc2ccccc2)C1 (stereo not given)	4	-4	3	-4	0.96	0	-3	15	2
O=C(C1CC(=O)N(C2CCCC2)C1)N1CCN(c2cccc(C(F)(F)F)c2)CC1 (stereo not given)	0	-3	18	0	1	3	4	12	-10
COc1ccccc1NC(=S)N/N=C/c1ccc(O)cc1	12	0	37	-1	0.88	21	53*	37	-4
CC(=O)Nc1ccc(NC(=S)NC(=O)c2ccc(-c3ccccc3)cc2)cc1	17	-2	11	-5	0.83	19	8	2	-2
Cc1cc(CNC(=O)COc2c(F)c(F)cc(F)c2F)c2ccccc2n1	2	0	3	-2	0.98	-22	0	0	-5
COCCN(CCOC)Cc1c(O)ccc2c1O/C(=C\c1ccc(C)o1)C2=O	13	0	4	13	0.87	-2	-10	12	4
Cc1ccc(C(=O)N2CCN(c3ccc(N4CCOCC4)nn3)CC2)cc1	3	-3	7	2	0.97	-5	-1	-22	-4
Cc1ccc2[nH]c(=O)c(CN(CCCO)S(=O)(=O)c3c(C)ccc4nsnc34)cc2c1	-3	0	3	4	1	-3	3	-7	9
CC1=NN(C(=O)c2ccc(Cn3nc(C)c([N+](=O)[O-])c3C)cc2)C(O)(C(F)(F)F)C1 (stereo not given)	11	-1	2	-3	0.89	20	3	21	-8
CC1CCN(C(=O)c2ccccc2NS(=O)(=O)c2ccccc2)CC1	-6	3	0	3	1.1	-4	19	25	2
Cn1c(SCC(=O)Nc2sc3c(c2C#N)CCC3)nnc1C1COc2ccccc2O1 (stereo not given)	14	-2	1	7	0.86	18	-9	8	2
COCc1cc(C)nc(SCc2ccccc2)c1C#N	3	3	17	-7	0.97	-2	-4	7	-5
COc1ccc(CNS(=O)(=O)c2ccc(-n3cccn3)cc2)cc1	0	-3	17	1	1	12	-9	19	-2

Screening results deposited in PubChem BioAssay by Sanford-Burnham Center for Chemical Genomics.
